rCAG binder – molecules binding r(CAG) RNA repeats | r(CAG) RNA repeat, TO-PRO-1 dye displacement fluorescence | inhibition, % at 3 µM | 1.3% of 370,000 active;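 active = inhibition above the plate cutoff, the mean of all test compounds on that plate plus 3 SD, cut at about 35% in these data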;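 note: 0% = DMSO alone and 100% = 100 µM mitoxantrone as full dye displacement; higher means more dye released from RNA so lower well fluorescence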
NR1D1 modulator – modulates human Rev-erb alpha binding to DNA; P20393; Rev-erbα–FITC-DNA binding, fluorescence polarization, 90 min; 0.79% of 370,000 active; AID 1259318; activity, % at 10 µM;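 active = activity above about 14%, limit read from the data; passing the limit was not always enough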;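 note: 0% = DMSO wells with 35 nM protein and 100% = DMSO wells with 750 nM protein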
PRMT1 inh – blocks human protein arginine methyltransferase 1. inhibition, % at 2.79 µM. 1.3% of 370,000 active. Q99873. recombinant PRMT1, activity-based probe fluorescence polarization. AID 652257;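 active = inhibition above about 21% made by adding two undisclosed values, limit read from the data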
MBD2 inh – MBD2-methylated oligo binding inhibition; TR-FRET, MBD2 binding to methylated oligonucleotide; inhibition, % at 4.4 µM; 0.31% of 370,000 active; in the data active = inhibition above about 13%
Target sequence (Q9UBB5 whole entry, looked up): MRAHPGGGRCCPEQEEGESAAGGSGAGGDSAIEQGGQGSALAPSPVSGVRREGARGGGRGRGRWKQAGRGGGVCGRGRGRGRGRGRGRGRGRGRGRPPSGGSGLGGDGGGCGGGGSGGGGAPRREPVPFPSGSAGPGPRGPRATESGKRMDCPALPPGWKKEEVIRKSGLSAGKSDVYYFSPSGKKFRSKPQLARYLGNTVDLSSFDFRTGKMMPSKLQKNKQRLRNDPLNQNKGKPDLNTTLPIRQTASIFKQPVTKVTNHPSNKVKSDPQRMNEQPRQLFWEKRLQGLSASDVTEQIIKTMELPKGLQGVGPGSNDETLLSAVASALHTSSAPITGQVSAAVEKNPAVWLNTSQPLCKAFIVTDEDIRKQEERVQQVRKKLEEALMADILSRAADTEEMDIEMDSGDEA
TCR-CD3 inh – blocks the human TCR-CD3 interaction | 0.37% of 360,000 active | AID 651800 | inhibition, % at 9.4 µM | TAMRA-labeled TCR probe fluorescence, biochemical; in the data active = inhibition above about 19%;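 note: recombinant mutant TCR 2C K166C tagged with TAMRA read by polarization; 0% = receptor in buffer alone and 100% = receptor with positive control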
mABHD4 FP – ABHD4 (mouse) inhibition, primary FP screen. Q8VD66. purified mABHD4, FP-Rh probe fluorescence polarization. inhibition, % at 8.92 µM. 0.54% of 370,000 active. AID 720543;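 active = inhibition exceeding the mean over every tested compound plus 3 SD, cut at about 30% in these data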;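 note: 0% = plate median of compound wells and 100% = S159A mutant with DMSO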
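Material: mouse ABHD4 enzyme, wild type; Benchmarks: S159A mutant high control, sample median low control; Buffer or medium: HEPES pH 7.0, NaCl, Pluronic buffer; Signal: fluorescence polarization; Read-out: percent inhibition of probe binding, normalized to plate controls; Timing: pre-incubation 45 min, probe exposure 60 min, at 25 °C; Dosing: 8.92 µM, single dose.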
HTRA1 inh – inhibitors of human serine peptidase HTRA1 | inhibition, % at 5.96 µM | 0.5% of 340,000 active | recombinant HTRA1, FP-rhodamine activity-based probe, fluorescence polarization | AID 504803; in the data active = inhibition above about 36%;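 note: 0% = enzyme with DMSO and 100% = wells lacking enzyme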
Target sequence (Q92743 whole entry, looked up): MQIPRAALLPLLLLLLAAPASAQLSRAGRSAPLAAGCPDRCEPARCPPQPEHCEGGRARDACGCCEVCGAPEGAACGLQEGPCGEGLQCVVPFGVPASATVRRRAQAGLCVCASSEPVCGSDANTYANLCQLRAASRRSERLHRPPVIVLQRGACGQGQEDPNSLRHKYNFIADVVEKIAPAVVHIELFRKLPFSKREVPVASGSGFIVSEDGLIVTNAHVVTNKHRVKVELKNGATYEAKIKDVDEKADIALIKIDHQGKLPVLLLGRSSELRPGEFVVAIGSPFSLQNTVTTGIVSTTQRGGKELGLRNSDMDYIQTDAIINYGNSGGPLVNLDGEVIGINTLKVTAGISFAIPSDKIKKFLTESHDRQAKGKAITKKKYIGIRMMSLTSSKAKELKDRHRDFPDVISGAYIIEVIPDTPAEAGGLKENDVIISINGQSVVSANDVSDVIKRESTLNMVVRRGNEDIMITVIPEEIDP
LEDGF integ inh – blocks HIV-1 LEDGF/p75-dependent DNA integration; inhibition, % at 3.7 µM; 0.64% of 370,000 active; TR-FRET IN-LEDGF/p75 DNA integration, Eu/Cy5;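 active = inhibition above the screen-wide mean plus 3 SD, cut at about 13% in these data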;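 note: signal is the Cy5 over europium emission ratio at 671 and 618 nm; 0% = plate median of compound wells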
PG9 Ab binder – PG9 antibody binding by small molecule | TR-FRET gp120-PG9 antibody binding | 0.43% of 360,000 active | inhibition, % at 6.7 µM; in the data active = inhibition above about 8.5%
UHRF1 MBD2 ctr – UHRF1 methyl-DNA binding inhibition | 0.75% of 370,000 active | UHRF1 binding to methylated oligo, TR-FRET | inhibition, % at 4.4 µM; in the data active = inhibition above about 21%;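 note: UHRF1 SRA domain binding a hemimethylated CpG hairpin DNA probe; 0% = median of test compound wells and 100% = reference inhibitor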
* = called active by the depositor; . = not tested or not shown; & = joins results of further samples. Not all compounds are listed; rates above refer to the full screens.

SMILES	rCAG binder	NR1D1 modulator	PRMT1 inh	MBD2 inh	TCR-CD3 inh	mABHD4 FP	HTRA1 inh	LEDGF integ inh	PG9 Ab binder	UHRF1 MBD2 ctr
COC(=O)c1ccc2nc(-c3ccc(OC)c(OC)c3)c(CC3CCCCC3)n2c1	7	2	-2	2	-5	-2	.	5	0.1	15
CC(OC(=O)c1ccc(C(C)(C)C)cc1)C(=O)NC1CCCCC1C (stereo unspecified)	-10	2	5	6	4	-3	-2	-5	-1.4	15
Nc1c(C(=O)Nc2ccccc2)sc2ncc([N+](=O)[O-])cc12	2	-7	-4	-1	5	1	.	7	-1.6	-2
COc1ccc(C2=NS(=O)(=O)N(C)C(C(=O)NC3CCCCC3)=C2)cc1	3	1	1	0	7	-5	-2	1	0.0	0
CCN(CC)C(=O)CSc1nnc(-c2ccc(F)cc2)n1N	0	2	2	1	-3	-8	8	-1	2.0	4
Cc1ccccc1OCc1n(CC(=O)OC2CC(C)CCC2C(C)C)c2ccccc2[n+]1C (stereo unspecified)	11	-7	1	0	-7	16	4&3	0	1.7	3
COc1ccc(-c2nc3ccccc3s2)cc1	1	0	1	2	-1	-6	0	3	-1.2	2
CCOc1ccc(CCNC(=O)c2cccc(S(=O)(=O)N3CCCCC3)c2)cc1OCC	-6	-1	-1	0	0	1	-7	-2	-0.5	1
Cc1ccc(-n2c(SCC(=O)N(C)C)nnc2-c2ccco2)cc1	-5	0	3	3	2	1	5	-5	2.6	2
O=C(Nc1ccc(Cl)cc1)c1cccc(OC(=S)N2CCOCC2)c1	4	-2	1	-3	6	-9	-18	0	1.3	5
CCC(CC)c1nnc(NC(=O)C23CC4CC(CC(NC(C)=O)(C4)C2)C3)s1	-8	4	-3	-3	2	1	1	5	0.3	-4
CCOc1cc(C(=O)NCc2ccc(-c3nc4ccccc4o3)cc2)cc(OCC)c1OCC	4	25	2	3	0	5	-2	-3	-0.6	4
Cc1cc(C)nc(N2CCCC(C(=O)NCCc3ccc(F)cc3)C2)n1 (stereo unspecified)	-3	4	-2	-3	8	7	3	-3	-1.3	0
CCCCc1ccc(NS(=O)(=O)c2cccs2)cc1	0	-2	-2	-1	0	-4	-23	5	-1.0	-2
CC(C)(C)c1cc(N/C=C\c2nnnn2-c2ccc(Br)cc2)no1	5	7	0	5	-7	-8	-31	5	0.0	0
Cc1cccc(N2CCN(C(=O)c3c(-c4ccccc4Cl)noc3C)CC2)c1C	-6	1	-2	-6	4	-4	-11	0	-1.2	-2
CCC(O)(CCN1CCCCC1)c1ccccc1 (stereo unspecified)	-2	0	-1	-1	-3	-10	1	3	-3.3	-2
Cc1cccc(N(C(=O)c2snc(C(N)=O)c2N)C(C(=O)NCC2CCCO2)c2ccc(N(C)C)cc2)c1C (stereo unspecified)	2	-1	0	2	1	-1	-3	2	2.1	0
CCN(CC)CCn1c2c(c(SCC(=O)Nc3nc4ccccc4s3)nc1=O)CCC2	-7	0	-1	0	1	-1	-2	0	-2.0	-2
CC(Sc1cccc(C(F)(F)F)c1)C(=O)NC(N)=O (stereo unspecified)	-1	-1	3	5	-1	-3	-5	2	0.0	0

7 compounds from above, sorted by molar mass, rising.
SMILES	rCAG binder	NR1D1 modulator	PRMT1 inh	MBD2 inh	TCR-CD3 inh	mABHD4 FP	HTRA1 inh	LEDGF integ inh	PG9 Ab binder	UHRF1 MBD2 ctr
CCCCc1ccc(NS(=O)(=O)c2cccs2)cc1	0	-2	-2	-1	0	-4	-23	5	-1.0	-2
Nc1c(C(=O)Nc2ccccc2)sc2ncc([N+](=O)[O-])cc12	2	-7	-4	-1	5	1	.	7	-1.6	-2
COc1ccc(C2=NS(=O)(=O)N(C)C(C(=O)NC3CCCCC3)=C2)cc1	3	1	1	0	7	-5	-2	1	0.0	0
CC(C)(C)c1cc(N/C=C\c2nnnn2-c2ccc(Br)cc2)no1	5	7	0	5	-7	-8	-31	5	0.0	0
Cc1ccccc1OCc1n(CC(=O)OC2CC(C)CCC2C(C)C)c2ccccc2[n+]1C (stereo unspecified)	11	-7	1	0	-7	16	4&3	0	1.7	3
CCOc1ccc(CCNC(=O)c2cccc(S(=O)(=O)N3CCCCC3)c2)cc1OCC	-6	-1	-1	0	0	1	-7	-2	-0.5	1
Cc1cccc(N(C(=O)c2snc(C(N)=O)c2N)C(C(=O)NCC2CCCO2)c2ccc(N(C)C)cc2)c1C (stereo unspecified)	2	-1	0	2	1	-1	-3	2	2.1	0

Carrying on:
SMILES	rCAG binder	NR1D1 modulator	PRMT1 inh	MBD2 inh	TCR-CD3 inh	mABHD4 FP	HTRA1 inh	LEDGF integ inh	PG9 Ab binder	UHRF1 MBD2 ctr
CCc1cc(-c2onc(C)c2-c2cscn2)c(O)cc1OC	0	-2	-5	-4	-3	-6	-9	2	-1.7	0
Cc1cc(C)n(C(=O)Cn2nc([N+](=O)[O-])cc2C)n1	-2	-1	4	9	0	-5	3	-1	-1.9	3
COc1cccc(CC(C(=O)Nc2cc(C)ccc2C)c2nn[nH]n2)c1OC (stereo unspecified)	9	8	1	1	-1	2	1	2	-0.2	2
CN(CCOc1ccc(Br)cc1)CC(O)c1ccccc1 (stereo unspecified)	-6	1	3	3	2	19	2	-3	-0.4	0
CC1CCN(C(=O)Cn2c3ccccc3c3nc4n(c(=O)c32)CCS4)CC1	-4	2	-2	-4	-2	3	-3	0	0.4	-2
O=C(Nc1ccc(Cl)cc1)Nc1cnccn1	3	0	1	-3	4	-11	7	1	-0.8	-2
O=C(CSc1nc2ccccc2c(=O)n1-c1ccc(Cl)cc1)c1ccco1	4	8	-2	-4	2	-5	-7	-2	0.7	-1
COc1ccc(OC)c(C2CC(=O)N3CN(c4cccc(Cl)c4)CSC3=C2C#N)c1 (stereo unspecified)	21	-6	18	2	-6	5	2	-1	4.0	1
Cc1ccc(/C=C/C(=O)c2ccc(O)cc2)cc1	4	-4	2	-3	8	-31	-4	-1	0.7	-3
CC(=O)Nc1ccnn1C1CCN(C(=O)c2cccc(C)c2C)CC1	2	-4	1	-5	2	3	3	0	-3.5	-3
O=C(CN1C(=O)C(=O)c2ccccc21)OCN1C(=O)c2ccccc2C1=O	0	2	2	-3	9	0	3	2	-1.9	-2
N#Cc1nc(Cc2cccc3ccccc23)oc1NCc1ccc(F)cc1	6	4	1	-1	-9	-25	-70	0	0.0	1
O=C(Nc1ccn(CC(=O)N2CCN(c3ccccn3)CC2)c(=O)n1)OCc1ccccc1	-2	-5	-2	-3	2	9	0	0	-1.4	-1
CCCc1cc(=O)n2nc(N3CCC(C(=O)N4CCN(c5ccc(OC)cc5)CC4)CC3)sc2n1	-7	4	-3	-4	-4	-1	13	0	-1.1	-3
CCOc1cc(N2CCOCC2)c(OCC)cc1NC(=O)CN1C(=O)NC2(CCCCCCC2)C1=O	-11	-1	0	-4	-5	5	2	-1	0.8	-1
CC(C)Cn1c(N)c(C(=O)COC(=O)c2cc(C3CC3)nc3ccccc23)c(=O)n(C)c1=O	7	1	1	1	-3	-80	.	0	2.0	4
Cc1cc(NC(c2ccc(Cl)cc2)c2ccc3cccnc3c2O)no1 (stereo unspecified)	4	6	-2	2	-5	17	48*	6	0.2	-8
CSc1ccc(CN(C)C(=O)c2cc3ccccc3o2)cc1	2	0	0	-2	11	-4	-19	1	0.3	0
CC1CN(C(=O)c2cnn3c(C(F)F)cc(-c4ccccc4)nc23)CC(C)O1 (stereo unspecified)	-6	-1	-2	-5	-2	0	1	3	1.2	-2
CCCCn1c(N)c(N(CC)C(=O)CCNC(=O)NC23CC4CC(CC(C4)C2)C3)c(=O)[nH]c1=O	-5	5	-1	2	9	2	6	3	-2.0	2
CC(Oc1ccccc1)C(=O)Nc1ccc(S(=O)(=O)N2CCOCC2)cc1 (stereo unspecified)	-5	-1	3	1	-9	2	0	-5	1.3	3
COc1ccc(N(CC(=O)NC(C)(C)C)S(=O)(=O)c2ccccc2)cc1OC	-4	2	2	0	6	-4	-1	1	-2.4	2
CC(=O)c1ccc(NC(=O)c2ccc(NC(=O)CCS(=O)(=O)c3cccs3)cc2)cc1	5	0	2	-4	-2	-8	-24	-1	2.4	1
CCOc1ccc(Nc2nc(Nc3ccc(O)cc3)nc(C)c2[N+](=O)[O-])cc1	8	-2	-4	2	2	-2	0	5	-0.8	-3
CC1=NN(c2ccccc2)C(=O)/C1=C/c1cc(C)n(C2CC2)c1C	-1	7	-1	-5	-1	-4	-6	2	-0.7	-6
CCOc1cccc(=O)c2c(C)n(-c3ccc(C(=O)O)cc3)c(C)c12	28	1	37*	31*	13	39*	8	76*	-0.1	88*
CCc1ccc(NC(=O)CCCN2C(=O)C3CC=CCC3C2=O)cc1 (stereo unspecified)	-5	5	-4	-2	0	-11	-3	1	-0.5	3
NNC(=O)c1[nH]c2ccc([N+](=O)[O-])cc2c1-c1ccccc1	20	0	-5	-7	-6	-6	-19	2	-1.2	-5
CCc1ccc(Nc2nc(N3CCOCC3)nc(N3CCOCC3)n2)cc1	-1	-3	0	2	8	1	-1	2	-1.7	1
O=C1C2=C(C(c3ccccc3)=NCCN2)C(c2cccc([N+](=O)[O-])c2)N1c1ccccc1 (stereo unspecified)	10	-10	-2	-1	1	-3	2	-4	1.2	-4
COc1cc2cnc(-c3ccccc3)c(-c3ccc(C#N)cc3)c2cc1OC	-2	1	1	1	-3	4	-2	-2	-0.6	6
O=C(O)CCN1C(=O)S/C(=C\c2cccnc2)C1=O	-1	3	-1	0	10	1	5	0	0.8	-5
CC1CC(C)CN(S(=O)(=O)c2ccc(NC(=O)CCN3C(=O)C4CC=CCC4C3=O)cc2)C1 (stereo unspecified)	0	2	-2	1	1	-4	-5	4	-2.5	1
CCc1ccc(N(CC(=O)NC2CC2)S(=O)(=O)c2ccc(C)cc2)cc1	-6	0	-3	-2	3	-4	-6	2	-2.9	-2
O=C(O)CCNC1C=CS(=O)(=O)C1 (stereo unspecified)	0	-2	-3	-2	3	0	.	3	-1.4	1
O=c1[nH]c2ccccc2[n+]([O-])c1-c1ccccc1	1	4	7	2	-8	-5	13	-4	0.9	1

An excerpt from above, reduced to PG9 Ab binder and MBD2 inh.
mol | PG9 Ab binder | MBD2 inh
CCc1ccc(NC(=O)CCCN2C(=O)C3CC=CCC3C2=O)cc1 (stereo unspecified) | -0.5 | -2
NNC(=O)c1[nH]c2ccc([N+](=O)[O-])cc2c1-c1ccccc1 | -1.2 | -7
CCc1ccc(Nc2nc(N3CCOCC3)nc(N3CCOCC3)n2)cc1 | -1.7 | 2
O=C1C2=C(C(c3ccccc3)=NCCN2)C(c2cccc([N+](=O)[O-])c2)N1c1ccccc1 (stereo unspecified) | 1.2 | -1
COc1cc2cnc(-c3ccccc3)c(-c3ccc(C#N)cc3)c2cc1OC | -0.6 | 1
O=C(O)CCN1C(=O)S/C(=C\c2cccnc2)C1=O | 0.8 | 0
CC1CC(C)CN(S(=O)(=O)c2ccc(NC(=O)CCN3C(=O)C4CC=CCC4C3=O)cc2)C1 (stereo unspecified) | -2.5 | 1

Assay outcomes from PubChem.
